High-throughput results as filed in PubChem.
697 NFkB inh – inhibitors of the PMA/ionomycin-induced NF-kB reporter in 697 B cells; 697 B-cell NF-kB luciferase reporter, 16 h; inhibition, % at 4 µM; 330,000 compounds, 0.33% hits; AID 435022; in the data active means inhibition above about 35%
APJ agonist – agonists of human APJ apelin receptor; P35414; CHO-K1 APJ PathHunter beta-arrestin, luminescence; 0% DMSO wells, 100% apelin; activation, % at 20 µM; 330,000 compounds, 0.11% hits; AID 2520;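 active means activation more than six SD over the plate average, tested at 20 µM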;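 further: 0% = DMSO alone and 100% = apelin-13 at 10 nM; some results filed as inactive read as strong as hits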
Target sequence (P35414 whole entry, looked up): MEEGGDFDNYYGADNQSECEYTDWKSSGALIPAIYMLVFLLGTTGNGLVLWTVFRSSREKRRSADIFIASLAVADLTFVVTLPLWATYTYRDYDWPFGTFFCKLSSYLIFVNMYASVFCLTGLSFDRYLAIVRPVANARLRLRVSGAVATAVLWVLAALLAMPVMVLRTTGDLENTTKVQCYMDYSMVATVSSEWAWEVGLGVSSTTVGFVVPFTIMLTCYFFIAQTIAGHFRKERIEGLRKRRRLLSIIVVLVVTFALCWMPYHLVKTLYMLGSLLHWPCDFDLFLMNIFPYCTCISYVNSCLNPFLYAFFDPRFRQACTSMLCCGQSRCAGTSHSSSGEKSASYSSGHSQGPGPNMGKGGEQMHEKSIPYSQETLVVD
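Material: CHO-K1 APJ beta-arrestin complementation cell line; Input: cell density 1000 per well; Incubation: compound stimulation 90 min at 25 °C, detection 60 min; Signal: luminescence from split beta-galactosidase complementation, Galacton Star/Emerald II substrate; Controls: DMSO-only wells as negative, 10 nM Apelin-13 as positive control.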
Jurkat NFkB inh – inhibitors of the PMA/ionomycin-induced NF-kB reporter in Jurkat cells. PMA/ionomycin-induced NF-kB luciferase reporter, luminescence. inhibition, % at 4 µM. 330,000 compounds, 0.53% hits; in the data active means inhibition above about 50%
Mdm2-MdmX inh – disrupts the human Mdm2-MdmX interaction; AID 485346; O15151+Q00987; inhibition, % at 8 µM; 330,000 compounds, 3% hits; SaOS-2 split-luciferase Mdm2/MdmX complementation, luminescence;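 active means inhibition of at least 50% at 8 µM in the primary screen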
APJ antagonist – blocks the human apelin receptor APJ; CHO-K1 APJ beta-arrestin complementation, luminescence; inhibition, % at 20 µM; 330,000 compounds, 0.32% hits;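 active means inhibition above about 40% at 20 µM, limit read from the data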;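 further: cells challenged with 10 nM apelin-13 agonist together with compound; plate controls were apelin-13 plus DMSO wells for no effect and DMSO wells lacking apelin-13 for full effect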
CHOP UPR activ – activators of apoptotic arm of unfolded protein response (CHOP); CHO-CHOP luciferase reporter, UPR activation, luminescence; percent of tunicamycin response over DMSO baseline; 330,000 compounds, 0.34% hits; activation, % at 10 µM;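 active means at 10 µM dose, activation of 40% or more, normalized to positive control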;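 further: 100% = tunicamycin at 10 µg/mL and 0% = DMSO alone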
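assay system = CHO CHOP reporter cells | amount = 500 CHO-CHOP cells per well | buffer or medium = F12 with 10% FBS | incubation = 16-18 h cell attachment, then 6 h compound exposure, 37 °C | detection = luminescence read with Steady-Glo | read-out = percent activation relative to tunicamycin control | controls = tunicamycin high control, DMSO low control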
tim23-1 inh – inhibits growth of tim23-1 mutant yeast; S. cerevisiae tim23-1 growth, BacTiter-Glo luminescence, 24 h; 330,000 compounds, 1.3% hits; inhibition, % at 20 µM;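 active means growth inhibition of the mutant yeast at or above 50%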;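 further: temperature-sensitive mutant grown at 25 °C; plate controls were DMSO-treated mutant yeast for no effect and medium wells lacking yeast for full effect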
UPR XBP1 act – adaptive UPR (XBP1) activation. activation, % at 20 µM. CHO-XBP1 luciferase reporter, IRE1-XBP1 UPR activation, luminescence; percent of tunicamycin response, DMSO as zero. 330,000 compounds, 0.33% hits;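 active means versus positive control, 20 µM dose yields 30% or more activation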;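 further: 100% = tunicamycin at 10 µg/mL and 0% = DMSO only wells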
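assay system = CHO-XBP1 luciferase reporter cells | amount = 1000 cells/well | buffer or medium = F12 plus 10% FBS | compound dosing = single point, 20 µM final compound, 1% DMSO | incubation = 16-18 h cell attachment at 37 °C, then 6 h compound exposure | detection = Steady-Glo luminescence read | controls = tunicamycin 10 µg/mL and vehicle-only wells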
The depositor's hits bear a star. Only part of the results is shown (hit frequency here may not be typical).

1) CC(=O)O[C@@]12CO[C@@H]1C[C@H](OC1OCC(O)C(O)C1O)[C@@]1(C)C(=O)[C@H](O)C3=C(C)[C@@H](OC(=O)[C@H](O)[C@@H](NC(=O)c4ccccc4)c4ccccc4)C[C@@](O)([C@@H](OC(=O)c4ccccc4)C12)C3(C)C (some centres not stated)
2) N#Cc1c(/N=C/C2C(=O)NC(=S)NC2=O)sc2c1CCCC2
3) c1ccc(CNC2=NCCS2)cc1
4) Nc1ncnc2c1ccn2[C@@H]1O[C@H](CO)[C@@H](O)[C@H]1O
5) O=S(=O)(c1ccc(F)cc1)N1CCCCC1c1cccnc1 (configuration not stated)
6) C[N+]1(C)CCC(OC(=O)C(c2ccccc2)c2ccccc2)CC1
7) CCCN(CCC)C1CCc2ccc(O)cc2C1 (configuration not stated)
8) O=c1[nH]c(=S)n(-c2ccccc2F)c(O)c1C=Nc1ccc(N2CCOCC2)cc1
assay / compound | 1 | 2 | 3 | 4 | 5 | 6 | 7 | 8
UPR XBP1 act | -1 | -4 | 3 | -6 | -1 | -7 | -8 | 7
CHOP UPR activ | 0.7 | -0.9 | -1.5 | -4.2 | 1.0 | -0.6 | -2.2 | -1.4
APJ antagonist | 2 | -6 | 12 | 20 | 11 | 12 | -5 | 19
APJ agonist | -3 | -5 | -1 | 0 | -2 | -2 | -3 | 0
Mdm2-MdmX inh | 53* | -5 | 0 | 100* | 10 | 9 | -8 | 12
tim23-1 inh | 25 | 7 | -1 | -9 | 3 | -76 | 2 | -10
697 NFkB inh | -44 | 6 | -10 | 75* | 17 | 3 | 11 | 4
Jurkat NFkB inh | 48 | -26 | -19 | 86* | -3 | -9 | -5 | -3

Entries of single compounds, looked up by structure. Order of screens: UPR XBP1 act, CHOP UPR activ, APJ antagonist, APJ agonist, Mdm2-MdmX inh, tim23-1 inh, 697 NFkB inh, Jurkat NFkB inh
Listed for O=c1[nH]c(=S)n(-c2ccccc2F)c(O)c1C=Nc1ccc(N2CCOCC2)cc1 = 7, -1.4, 19, 0, 12, -10, 4, -3
Listed for C[N+]1(C)CCC(OC(=O)C(c2ccccc2)c2ccccc2)CC1 = -7, -0.6, 12, -2, 9, -76, 3, -9
Listed for O=S(=O)(c1ccc(F)cc1)N1CCCCC1c1cccnc1 (configuration not stated) = -1, 1.0, 11, -2, 10, 3, 17, -3
Listed for c1ccc(CNC2=NCCS2)cc1 = 3, -1.5, 12, -1, 0, -1, -10, -19

More compounds:
9) COc1ccc2c(CCN)c[nH]c2c1
10) Cc1ccc(-n2c(O)c(/C=N/N3CCCCCC3)c(=O)[nH]c2=O)cc1C
11) Cc1cc(/C=C2\C(=O)NC(=O)N(c3ccc(F)cc3)C2=O)c(C)n1-c1ccc(C(=O)O)cc1
12) CCn1c(=O)cc(OCC(=O)N2CCN(Cc3ccc4c(c3)OCO4)CC2)c2ccccc21
13) O/N=C1\CCC2CN(C3CCCCC3)CC2C1 (configuration not stated)
14) O=c1[nH]c(=O)n(-c2ccccc2)c(O)c1/C=C/C=Nc1ccccc1
15) CN(C)C=C1C(=O)N(C2CCCCC2)C(=O)N(C2CCCCC2)C1=O
16) COC(=O)Cn1cc(C=C2C(=O)NC(=O)NC2=O)c2ccccc21
assay / compound | 9 | 10 | 11 | 12 | 13 | 14 | 15 | 16
UPR XBP1 act | -10 | -3 | -3 | 0 | -6 | -2 | 5 | -6
CHOP UPR activ | -2.3 | -0.4 | 1.3 | 2.1 | -1.6 | -0.2 | 2.6 | 2.0
APJ antagonist | 8 | -1 | -10 | 0 | 12 | 1 | 8 | 11
APJ agonist | -1 | -3 | -4 | 3 | -2 | -2 | 1 | 2
Mdm2-MdmX inh | 0 | 24 | -13 | 32 | 4 | 17 | 26 | 2
tim23-1 inh | 11 | 18 | 6 | 9 | 2 | 6 | 34 | -12
697 NFkB inh | 5 | 5 | 15 | 9 | 21 | 5 | 8 | 15
Jurkat NFkB inh | -15 | -4 | 3 | -20 | 4 | -15 | -3 | -9

17) CCOP(=O)(OCC)C(NC(=O)c1ccccc1C)C(Cl)(Cl)Cl (configuration not stated)
18) O=C1NC(=O)N(c2ccccc2)C(=O)/C1=C/C=C/c1ccco1
19) Cn1cc(C(=O)OCC(=O)N2CCCCC2)c2ccccc21
20) COc1ccc(OCC#CCN2CCC(C)CC2)cc1
21) O=C(Nc1cccc(OC(=O)N2CCCCC2)c1)N1CCCCC1
22) O=c1c2ccccc2nc(-c2cccs2)n1-c1ccccc1
23) CN1CCN(c2ccc(C=O)cc2)CC1
24) CCc1ccc2c(CN3CC=C(c4ccccc4)CC3)cc(=O)oc2c1
assay / compound | 17 | 18 | 19 | 20 | 21 | 22 | 23 | 24
UPR XBP1 act | 1 | -5 | -3 | -2 | -2 | -1 | 0 | -6
CHOP UPR activ | 0.2 | 62* | -0.7 | 0.4 | -0.8 | -3.0 | -3.0 | 0.0
APJ antagonist | 3 | -29 | 2 | -10 | -5 | 1 | 2 | 11
APJ agonist | 0 | 0 | -3 | -4 | -1 | -3 | 1 | -1
Mdm2-MdmX inh | -14 | -7 | -10 | 11 | 16 | 6 | 10 | 6
tim23-1 inh | 15 | 8 | 15 | -1 | 12 | 28 | 2 | 8
697 NFkB inh | -3 | -16 | -2 | 14 | 0 | -7 | 8 | -7
Jurkat NFkB inh | 25 | 14 | -14 | 0 | -20 | -1 | -5 | -3

25) CCC/C(=N\O)c1c[nH]c2ccccc12
26) CC(C)N1OC2CC1c1nc3ccccc3n1C2 (configuration not stated)
27) O=C(Cc1ccccc1)NC(Cc1ccc(Cl)cc1)C(=O)O (configuration not stated)
28) Cc1c(C=O)c2ccccc2n1Cc1ccc(F)cc1
29) CNC(=O)Oc1ccc(N(C)C)cc1C(C)C
30) C=CCN1CC[C@]23c4c5ccc(O)c4OC2C(=O)CC[C@@]3(O)C1C5 (some centres not stated)
31) Cc1cc(O)c2c(c1)C(=O)C13C(=C2O)C(=O)[C@H]2[C@@H](O)[C@@H]1[C@H]1[C@H](O)[C@@H]3C(=O)C3=C(O)c4c(O)cc(C)cc4C(=O)C312 (some centres not stated)
32) CC(C)OP(=O)(OC(C)C)C(O)c1ccc(Br)cc1 (configuration not stated)
assay / compound | 25 | 26 | 27 | 28 | 29 | 30 | 31 | 32
UPR XBP1 act | 1 | 0 | 1 | -4 | 1 | 13 | -3 | -4
CHOP UPR activ | -0.1 | -2.2 | -1.4 | 0.4 | 0.9 | 0.1 | 3.9 | 2.4
APJ antagonist | 2 | -6 | 6 | 2 | 11 | -29 | -20 | -10
APJ agonist | 3 | -5 | -2 | -1 | -5 | 7 | -4 | -3
Mdm2-MdmX inh | -16 | -1 | 17 | 18 | 12 | -16 | 86* | -6
tim23-1 inh | 21 | -4 | -7 | 20 | -9 | 0 | -10 | 5
697 NFkB inh | 1 | 19 | 10 | 17 | -3 | 0 | 28 | 17
Jurkat NFkB inh | -2 | 2 | 9 | 28 | -5 | 13 | 4 | -7

33) CC(=O)Cc1c[nH]c2ccccc12
34) CN1CC(C(=O)c2ccccc2)C(c2ccccc2)C1 (configuration not stated)
35) CCc1nnc(NS(=O)(=O)c2ccc(N=Cc3c(O)n(-c4ccccc4)c(=O)[nH]c3=O)cc2)s1
36) O=c1[nH]c(=O)n(C2CCCCC2)c(O)c1/C=N/N1CCCCC1c1cccnc1 (configuration not stated)
37) COc1ccc(Cl)cc1NC1=NCC(C)S1 (configuration not stated)
38) CCOC(=O)C1(CCOc2ccccc2)CCN(C(C)CSC)CC1 (configuration not stated)
39) CCOC(=O)c1[nH]c2ccc(OC)cc2c1C(SCC(=O)O)c1ccc(C(F)(F)F)cc1 (configuration not stated)
40) Cc1cccc(C)c1OP(N)(=O)OCC(F)(F)F (configuration not stated)
assay / compound | 33 | 34 | 35 | 36 | 37 | 38 | 39 | 40
UPR XBP1 act | -3 | 0 | -3 | 3 | -4 | -3 | -1 | 0
CHOP UPR activ | -0.5 | 1.5 | 2.1 | -2.1 | 0.9 | 2.5 | 3.3 | 1.0
APJ antagonist | 1 | -6 | -30 | -20 | 15 | 0 | 10 | 6
APJ agonist | -2 | -3 | -4 | -3 | -1 | -1 | -1 | -5
Mdm2-MdmX inh | 24 | 6 | 13 | -22 | -1 | 6 | 14 | 3
tim23-1 inh | 3 | 10 | 21 | 22 | 6 | 11 | 11 | -3
697 NFkB inh | 1 | -20 | -9 | 1 | 5 | -21 | 7 | 5
Jurkat NFkB inh | -13 | -51 | -25 | -1 | 2 | 1 | -8 | 5

41) CN1CCC2(CC1)NC(=O)C1=C(CN(C)CC1)N2
42) CCCCn1c(O)c(C(CC)=NCc2ccc(F)cc2)c(=O)[nH]c1=O
43) COC(=O)C1=C(c2ccc(OC(F)(F)F)cc2)C[C@@H]2CC[C@H]1N2C(=O)NCCOc1ccc(OC)cc1
44) Clc1cc(Cl)cc(NC2=NCCS2)c1
45) Cc1ccccc1-n1c(C)nc2sccc2c1=O
46) CC1CCN(CC#CCOc2ccc(Cl)cc2)CC1
47) O=C1NC(=O)C2(Cc3ccccc3N3CCCC32)C(=O)N1c1ccc(Cl)cc1 (configuration not stated)
48) CN1CCN(Cc2ccc(OC(F)(F)F)cc2)CC1
assay / compound | 41 | 42 | 43 | 44 | 45 | 46 | 47 | 48
UPR XBP1 act | -1 | 1 | -3 | -1 | -2 | -1 | -1 | 0
CHOP UPR activ | -1.4 | 1.7 | -0.3 | 2.2 | 0.8 | 2.1 | -1.4 | -1.0
APJ antagonist | 0 | -11 | 5 | -10 | 6 | 27 | -16 | -10
APJ agonist | -1 | 3 | -2 | -4 | -2 | -2 | 0 | 1
Mdm2-MdmX inh | 10 | 24 | 18 | -19 | -6 | 20 | 15 | 9
tim23-1 inh | 5 | 17 | 32 | 36 | 4 | -2 | 12 | 5
697 NFkB inh | 3 | 4 | -17 | 14 | 14 | -12 | 9 | -22
Jurkat NFkB inh | -6 | -9 | 20 | 8 | -11 | 7 | -2 | -21

49) Cc1ccc(C(C)C)c(OCC(=O)N2CCN(Cc3nc4cc([N+](=O)[O-])ccc4n3C)CC2)c1
50) c1ccc2nc(OCCN3CC3)ccc2c1
51) CCN(CC)c1ccc(/C=C2\C(=O)NC(=O)N(Cc3ccco3)C2=O)cc1
52) CCOP(=O)(OCC)C(O)c1ccc(N(C)C)cc1 (configuration not stated)
53) CCNC(=O)C1OC(n2cnc3c(N)ncnc32)C(O)C1O (configuration not stated)
54) COc1ccc2[nH]c(C)c(CCNCc3cn(C)c4ccccc34)c2c1
55) CCOP(=S)(OCC)N1CCOCCOCCN(P(=S)(OCC)OCC)CCOCCOCC1
56) O=C1CN=C(c2ccccc2)c2cc(Br)ccc2N1
assay / compound | 49 | 50 | 51 | 52 | 53 | 54 | 55 | 56
UPR XBP1 act | 2 | 1 | 1 | -2 | -9 | -3 | -4 | 5
CHOP UPR activ | 1.0 | 1.6 | 0.4 | -0.4 | 0.2 | -1.6 | -0.4 | 2.8
APJ antagonist | -4 | 0 | 10 | -1 | -3 | -2 | 0 | -13
APJ agonist | 0 | -5 | 0 | 2 | -5 | 7 | -3 | 1
Mdm2-MdmX inh | 46 | 20 | 10 | -15 | -13 | 43 | -16 | 5
tim23-1 inh | 26 | 9 | 2 | 13 | 19 | 14 | 20 | -2
697 NFkB inh | 0 | 10 | 14 | 8 | 13 | -25 | 8 | -16
Jurkat NFkB inh | 0 | 13 | 5 | 7 | 16 | 2 | 0 | -8
